# Assay outcomes deposited in PubChem BioAssay by Sanford-Burnham Center for Chemical Genomics.
# 697 NFkB inh = inhibitors of the PMA/ionomycin-induced NF-kB reporter in 697 B cells. 697 B-cell NF-kB luciferase reporter, 16 h. inhibition, % at 4 µM. actives 0.33% (n = 330,000); in the data active = inhibition above about 35%
# Jurkat NFkB inh = lowers PMA/ionomycin-induced NF-kB signal in Jurkat cells. inhibition, % at 4 µM. PMA/ionomycin-induced NF-kB luciferase reporter, luminescence. actives 0.53% (n = 330,000). AID 435003; in the data active = inhibition above about 50%
# XBP1 UPR activ = activators of adaptive arm of unfolded protein response (XBP1); activation, % at 20 µM; CHO-XBP1 luciferase reporter, IRE1-XBP1 UPR activation, luminescence; percent of tunicamycin response, DMSO as zero; AID 463104; actives 0.33% (n = 330,000);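 active = versus positive control, 20 µM dose yields 30% or more activation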;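 note: 100% = tunicamycin at 10 µg/mL and 0% = DMSO only wells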
#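 Material: CHO cell line with stable XBP1 luciferase reporter; schedule: 16-18 h cell attachment at 37 °C, then 6 h compound exposure; signal: glow luminescence from Steady-Glo reagent; medium: serum-containing F12 medium, 10% FBS; benchmarks: tunicamycin 10 µg/mL and vehicle-only wells; read-out: percent activation relative to tunicamycin reference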
# tim23-1 inh = inhibits growth of tim23-1 mutant yeast. S. cerevisiae tim23-1 growth, BacTiter-Glo luminescence, 24 h. inhibition, % at 20 µM. actives 1.3% (n = 330,000). AID 463212;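 active = growth inhibition of the mutant yeast at or above 50%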;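 note: temperature-sensitive mutant grown at 25 °C; plate controls were DMSO-treated mutant yeast for no effect and medium wells lacking yeast for full effect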
# tim10-1 inh = tim10-1 yeast growth inhibition. S. cerevisiae tim10-1 ts strain growth, BacTiter-Glo, 24 h. actives 2.2% (n = 330,000). inhibition, % at 20 µM;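 active = inhibition of at least 40%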;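 note: mutant grown at 25 °C; 0% = DMSO wells with yeast and 100% = wells holding no yeast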
# Mdm2 MdmX PPI = disrupts the human Mdm2-MdmX interaction; SaOS-2 split-luciferase Mdm2/MdmX complementation, luminescence; inhibition, % at 8 µM; actives 3% (n = 330,000);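 active = inhibition of at least 50% at 8 µM in the primary screen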
# Target sequence (O15151 whole entry, looked up): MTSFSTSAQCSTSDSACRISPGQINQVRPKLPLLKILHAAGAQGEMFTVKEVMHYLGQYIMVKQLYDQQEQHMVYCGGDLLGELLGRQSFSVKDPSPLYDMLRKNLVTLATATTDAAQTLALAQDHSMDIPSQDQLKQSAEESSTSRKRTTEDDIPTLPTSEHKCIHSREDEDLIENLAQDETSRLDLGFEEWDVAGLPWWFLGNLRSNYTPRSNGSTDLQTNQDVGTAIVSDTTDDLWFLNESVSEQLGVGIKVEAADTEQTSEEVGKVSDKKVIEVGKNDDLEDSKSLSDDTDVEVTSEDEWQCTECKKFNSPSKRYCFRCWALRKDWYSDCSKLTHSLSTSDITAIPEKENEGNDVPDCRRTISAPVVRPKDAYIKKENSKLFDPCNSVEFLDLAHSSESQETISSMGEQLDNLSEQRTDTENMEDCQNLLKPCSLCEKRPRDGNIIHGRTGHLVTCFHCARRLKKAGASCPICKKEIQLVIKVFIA
# Target sequence (Q00987 whole entry, looked up): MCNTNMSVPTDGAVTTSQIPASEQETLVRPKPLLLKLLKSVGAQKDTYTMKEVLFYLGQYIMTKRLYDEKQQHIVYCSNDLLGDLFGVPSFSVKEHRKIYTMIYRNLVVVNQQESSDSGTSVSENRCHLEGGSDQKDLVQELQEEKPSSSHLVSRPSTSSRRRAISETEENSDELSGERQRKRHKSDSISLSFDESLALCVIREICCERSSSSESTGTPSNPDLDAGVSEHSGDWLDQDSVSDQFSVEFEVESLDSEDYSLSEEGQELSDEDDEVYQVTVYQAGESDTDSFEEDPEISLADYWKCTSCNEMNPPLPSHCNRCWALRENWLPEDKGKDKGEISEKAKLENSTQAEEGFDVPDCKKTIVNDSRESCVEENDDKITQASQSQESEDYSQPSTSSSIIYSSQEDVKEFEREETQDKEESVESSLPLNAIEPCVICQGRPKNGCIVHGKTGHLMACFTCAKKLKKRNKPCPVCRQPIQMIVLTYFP
# TIM10 inh = growth inhibitors of TIM10 yeast strain; S. cerevisiae TIM10 strain growth, BacTiter-Glo luminescence, 24 h; actives 1.4% (n = 330,000); AID 463195; inhibition, % at 10 µM;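 active = inhibition of 40% or more at the single tested concentration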;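 note: wild-type TIM10 isogenic control strain grown at permissive 25 °C; 0% = DMSO yeast wells and 100% = minimal medium wells without yeast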
# CHOP UPR activ = activators of apoptotic arm of unfolded protein response (CHOP). CHO-CHOP luciferase reporter, UPR activation, luminescence; percent of tunicamycin response over DMSO baseline. activation, % at 10 µM. actives 0.34% (n = 330,000). AID 449763;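 active = at 10 µM dose, activation of 40% or more, normalized to positive control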;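 note: 100% = tunicamycin at 10 µg/mL and 0% = DMSO alone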
#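 measured by = luciferase luminescence | assay system = CHO-CHOP cells, stable luciferase reporter of PERK-eIF2a-CHOP signalling | amount = 500 reporter cells seeded per well | timing = 6 h compound exposure at 37 °C after overnight seeding | controls = positive tunicamycin 10 µg/mL, negative DMSO alone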
# Active calls of the source: *. Hits appear at their usual frequency; any-hit rate near 6.6%.
SMILES,697 NFkB inh,Jurkat NFkB inh,XBP1 UPR activ,tim23-1 inh,tim10-1 inh,Mdm2 MdmX PPI,TIM10 inh,CHOP UPR activ
COc1ccc(OC)c(NC(=O)c2ccc(CSc3ncccn3)cc2)c1,-7,12,2,6,24,-2,-7,2.3
Cc1nn(-c2ccccc2)c(Cl)c1/C=N/NC(=O)c1ccn[nH]1,-82,-97,-2,16,7,-55,-2,-1.6
COc1cc(CC(=O)NCCc2ccc(S(N)(=O)=O)cc2)cc(OC)c1OC,-11,-12,0,16,-3,23,-3,-0.5
COc1ccccc1Nc1nnc(SCC(=O)N2CC(=O)Nc3ccccc32)s1,-16,-16,1,4,9,-19,-14,-0.7
CC(C)(C)S(=O)(=O)c1ccsc1C(=O)O,2,-4,-1,-2,-12,-1,-10,-0.9
COC(=O)c1ccc(OC(=O)CCN2C(=O)C3CCCCC3C2=O)cc1 (stereo not drawn),-2,0,1,26,25,8,13,-1.0
N=c1sccn1CC(=O)NCc1ccc(Cl)cc1Cl,13,11,-5,-6,13,23,7,-1.9
COC(=O)c1ccc(NC(=S)NC(=O)c2cc(-c3ccccc3)nc3ccccc23)cc1,-1,5,-2,17,25,14,16,-1.0
N#C/C(=C\c1ccc(-c2ccccc2Cl)o1)C(=O)Nc1nc2ccccc2s1,-34,-9,1,2,9,8,3,1.3
Cc1cc(C)c2nc(N(CCCN(C)C)C(=O)c3ccc4c(c3)CCCC4)sc2c1,2,12,8,23,21,77*,25,1.1
COc1cccc(C(=O)NNC(=O)c2ccc3ccccc3c2O)c1,6,-1,-4,13,6,8,-2,0.2
NC(=O)CSc1nnc(Cc2ccc3c(c2)OCO3)n1C1CCCCC1,5,-6,-2,11,6,5,-4,2.4
CCCOc1ccc(/C=N/Nc2ccccc2[N+](=O)[O-])c(OCCC)c1,-14,-5,0,11,13,-27,9,4.0
CC(=O)Nc1cc(-c2ccccc2)ccc1O,-18,-9,1,5,13,7,5,0.0
Cc1ccccc1Cn1cc(/C=N/n2cnnc2)c2ccccc21,11,0,6,28,18,42,35,1.9
CCOC(=O)C1CCCN(C(=O)CN2C(=O)NC(C)(c3ccc4ccccc4c3)C2=O)C1 (stereo not drawn),11,13,1,-8,11,24,9,-0.3
C[C@H]1CN=C(Nc2ccccc2)N1CC1CCC1,3,2,0,13,1,-25,5,-0.7
CC(=O)N1CCN(S(=O)(=O)c2cccc(C(=O)NNC(=O)COc3ccc(Cl)cc3C)c2)CC1,19,14,2,-5,-22,17,-1,0.8
CCN(CC)C(=O)[C@H]1CC(CC(=O)NCCCOC)C(=O)N2CCc3c([nH]c4ccccc34)[C@]12C (stereo partly drawn),-7,6,1,-8,-8,-3,1,1.5
O=C(c1cccc(S(=O)(=O)NCc2ccccc2)c1)N1CCCCC1,5,4,-2,-16,-14,3,-10,-0.3
COc1ccc(NC(=O)c2cc(-c3cc(Cl)ccc3O)n[nH]2)c(OC)c1,5,-30,1,6,-10,69*,4,1.6
Cc1c(NC(=O)c2ccccc2NS(=O)(=O)c2ccc(F)cc2)c(=O)n(-c2ccccc2)n1C,-2,-11,0,1,-2,-6,4,2.1
Cc1ccc(-c2c(C(=O)N/N=C/C3CC=CCC3)nnn2-c2nonc2N)cc1 (stereo not drawn),-2,0,-5,14,1,0,13,0.7
Cc1ccc(NC(=O)c2ccccc2NC(=O)c2cccs2)cc1,-3,-5,1,21,14,-9,19,2.0

# Sorted by molar mass (ascending): part of the list above
SMILES,697 NFkB inh,Jurkat NFkB inh,XBP1 UPR activ,tim23-1 inh,tim10-1 inh,Mdm2 MdmX PPI,TIM10 inh,CHOP UPR activ
CC(=O)Nc1cc(-c2ccccc2)ccc1O,-18,-9,1,5,13,7,5,0.0
C[C@H]1CN=C(Nc2ccccc2)N1CC1CCC1,3,2,0,13,1,-25,5,-0.7
Cc1ccccc1Cn1cc(/C=N/n2cnnc2)c2ccccc21,11,0,6,28,18,42,35,1.9
Cc1ccc(NC(=O)c2ccccc2NC(=O)c2cccs2)cc1,-3,-5,1,21,14,-9,19,2.0
CCCOc1ccc(/C=N/Nc2ccccc2[N+](=O)[O-])c(OCCC)c1,-14,-5,0,11,13,-27,9,4.0
O=C(c1cccc(S(=O)(=O)NCc2ccccc2)c1)N1CCCCC1,5,4,-2,-16,-14,3,-10,-0.3
NC(=O)CSc1nnc(Cc2ccc3c(c2)OCO3)n1C1CCCCC1,5,-6,-2,11,6,5,-4,2.4
Cc1ccc(-c2c(C(=O)N/N=C/C3CC=CCC3)nnn2-c2nonc2N)cc1 (stereo not drawn),-2,0,-5,14,1,0,13,0.7
N#C/C(=C\c1ccc(-c2ccccc2Cl)o1)C(=O)Nc1nc2ccccc2s1,-34,-9,1,2,9,8,3,1.3
Cc1cc(C)c2nc(N(CCCN(C)C)C(=O)c3ccc4c(c3)CCCC4)sc2c1,2,12,8,23,21,77*,25,1.1
CCOC(=O)C1CCCN(C(=O)CN2C(=O)NC(C)(c3ccc4ccccc4c3)C2=O)C1 (stereo not drawn),11,13,1,-8,11,24,9,-0.3
Cc1c(NC(=O)c2ccccc2NS(=O)(=O)c2ccc(F)cc2)c(=O)n(-c2ccccc2)n1C,-2,-11,0,1,-2,-6,4,2.1
CCN(CC)C(=O)[C@H]1CC(CC(=O)NCCCOC)C(=O)N2CCc3c([nH]c4ccccc34)[C@]12C (stereo partly drawn),-7,6,1,-8,-8,-3,1,1.5
CC(=O)N1CCN(S(=O)(=O)c2cccc(C(=O)NNC(=O)COc3ccc(Cl)cc3C)c2)CC1,19,14,2,-5,-22,17,-1,0.8

# Further compounds follow:
SMILES,697 NFkB inh,Jurkat NFkB inh,XBP1 UPR activ,tim23-1 inh,tim10-1 inh,Mdm2 MdmX PPI,TIM10 inh,CHOP UPR activ
O=C(COC(=O)COc1ccc(Cl)cc1)NCc1ccc2c(c1)OCO2,8,-6,-3,7,0,18,3,-0.4
O=C(CCc1ccccc1)NCCc1nc2ccccc2[nH]1,3,2,0,-4,-3,-5,-4,1.1
COc1cc(NC(=O)Cc2cccc3ccccc23)c(C(=O)O)cc1OC,13,-8,-3,12,14,17,-2,7.3
O=C(O)c1cn(-c2ccc(N3CCCC3)c(F)c2)c2c(F)c(F)c(F)cc2c1=O,-3,-9,-4,53*,5,4,0,-0.6
COc1ccc(-c2noc(C3CCCN(C(=O)c4ccccc4OC)C3)n2)cc1 (stereo not drawn),-10,-8,-2,25,-12,4,-8,2.8
Cc1nc(C)n(CC(C)C(=O)N2CCN(S(=O)(=O)c3ccc(Cl)cc3)CC2)n1 (stereo not drawn),-2,-16,1,16,2,2,2,-0.1
O=C(NC1CCCCCC1)c1cc2c(=O)n3ccccc3nc2s1,3,-56,10,18,18,9,2,3.1
CCc1nnc(NC(=O)CN2C(=O)c3ccccc3C2=O)s1,-2,-22,0,-10,-12,18,-11,-3.3
O=C(O)CCCC(=O)Nc1ccc(-n2ccc(C(F)(F)F)n2)cc1,-1,7,-1,2,-13,-12,12,-1.3
CCn1c(NCc2cc(Cl)ccc2O)nc2ccccc21,-31,1,-5,19,25,17,9,0.3
O=C(Nc1ccc2c(c1)OCO2)c1ccc([N+](=O)[O-])cc1[N+](=O)[O-],-4,-34,-1,28,24,9,13,1.8
CC(C)Sc1nc(N2CCOCC2)c2c3c(sc2n1)COC(C)(C)C3,-21,-5,2,13,23,18,21,0.7
C[C@@H]1CN(Cc2cn(C)nc2-c2cccc(Cl)c2)C[C@H](C)O1,4,-4,-1,14,13,0,-2,-1.1
CC(C)c1cc(CN2CCOCC2)cc(C(C)C)c1O,14,-6,-1,1,-6,5,-12,1.5
COc1ccc(NC(=O)c2cc(-c3cc(OC)c(OC)c(OC)c3)nc3ccccc23)c(OC)c1,26,-1,8,30,22,62*,21,6.3
COc1ccccc1C(=O)N1CCN(c2ccc(N3CCOCC3)nn2)CC1,8,1,2,4,7,-5,-6,-1.1
CC1CN(C2CCN(C(=O)c3cccc(Cl)c3)CC2)CC(C)O1 (stereo not drawn),-5,-1,-2,7,1,-18,5,0.9
C(=N\Nc1ncnc2nc[nH]c12)/c1cccs1,-40,-36,2,13,-15,-2,-3,1.7
CCCCC[n+]1cccc2c3ccccc3ccc21,60*,52*,1,6,8,50,5,-2.1
O=C(COC(=O)CCCN1C(=O)c2cccc3cccc(c23)C1=O)Nc1cccc(C(F)(F)F)c1,-12,-12,1,18,25,11,-4,1.9
O=C(N=NC(=O)c1ccc2c(O)n(CC3CCCO3)c(O)c2c1)c1cccnc1 (stereo not drawn),-8,13,-1,12,4,8,10,2.6
CC(=O)c1sc(NC(=O)c2c(F)cccc2F)nc1C,8,5,-2,29,25,-20,8,-0.1
COCCCNc1nc2c(c(=O)[nH]c(=O)n2C)n1CC(O)COc1ccccc1 (stereo not drawn),5,18,-2,8,5,-14,8,0.1
O=C(Nc1ccc2ccccc2c1)c1ccc(Cl)cc1Cl,-347,-224,-4,24,38,-221,12,-0.1
CC(C)N1CCN(CCCc2ccccc2)CC1CCO (stereo not drawn),2,8,-1,13,8,11,-7,1.5
O=C(Cn1nnc2ccccc21)c1ccc([N+](=O)[O-])cc1,-5,-1,-2,25,13,-17,17,-2.6
O=C(NCC(c1ccco1)N1CCOCC1)c1cccc(Cl)c1 (stereo not drawn),2,-3,-1,2,5,12,5,-0.6
COC(=O)c1ccc(N2CCN(C)CC2)c(NC(=O)c2cccs2)c1,22,-11,-3,5,10,29,-9,-1.2
CCc1nc2ccccc2n1CC1CC1(Cl)Cl (stereo not drawn),14,-8,-3,7,8,-20,-29,0.8
CCOc1ccc2nc(SC3CC(=O)N(c4ccc(C)cc4)C3=O)sc2c1 (stereo not drawn),-61,-41,-7,19,10,9,12,45*
FCCCOc1ccc(-c2nccc(-c3ccc(Cl)cc3)n2)cc1,-42,-16,3,-1,12,9,5,-0.3
COc1ccc(-c2cc(C(=O)N3CCOCC3)no2)cc1,-82,-109,-11,10,-3,10,-9,-3.8
CC1CC(C)CN(C(=O)/C=C/c2ccc(S(=O)(=O)N3CCOCC3)cc2)C1 (stereo not drawn),-3,3,-1,14,4,1,5,-0.1
O=C(O)CC/C(=C\c1cccc(NC(=O)c2ccccc2Cl)c1)c1nc2ccccc2s1,3,0,-5,21,0,0,7,-0.4
Cc1nc2sc(C(c3ccco3)N3CCN(c4cccc(Cl)c4)CC3)c(O)n2n1 (stereo not drawn),17,-7,-3,-1,0,16,5,-0.4
O=C(CC1C[C@H](C(=O)N2CCOCC2)[C@@]2(CCC3CCCC3)c3[nH]c4ccccc4c3CCN2C1=O)NCCCn1ccnc1 (stereo partly drawn),10,6,-1,9,1,7,-4,2.2
CC(C)C[C@H](NC(=O)c1nc[nH]c1C(=O)NC1CCNCC1)C(=O)OC(C)(C)C,12,6,-1,-10,-5,-3,1,1.1
Cc1csc(=N)n1CC(=O)N1CCc2ccccc21,3,1,-1,0,-18,-2,-4,-1.3
